Assay outcomes from PubChem.
SRC2 inh: inhibition of GAL4-SRC2 driven luciferase reporter, primary screen, SRC2 inhibitor project, cell-based, luminescence. Nuclear receptor coactivator 2 (Homo sapiens), Q15596. AID 651957, 2012. inhibition, % at 9 µM. 370,000 tested, 0.17% active. HEK293 GAL4-SRC2 luciferase reporter;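 active means inhibition above the mean inhibition of all tested compounds plus 3 SD, set per campaign, cut at about 52% in these data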;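 further: 0% = DMSO treated cells and 100% = cells given Gossypol at 36 µM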
MC4R antagonist: MC4R antagonists of cAMP signaling, primary screen, cell-based, TR-FRET, antagonist arm of biased-ligand search | Melanocortin receptor 4 (Homo sapiens), P32245 | MC4R-expressing cells, MTII-stimulated cAMP, LANCE TR-FRET | inhibition, % at 6.5 µM | 360,000 tested, 0.48% active | AID 540295, 2011;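 active means inhibition above its plate's cutoff, the mean of tested wells on that plate plus 3 SD, cut at about 29% in these data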;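 further: 0% = Melanotan II alone and 100% = Melanotan II plus saturating MCL0020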
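Material: U2OS-MC4R stable cell line | Reagent: Melanotan II challenge after compound preincubation | Doses: One concentration, 6.5 µM nominal | Incubation: 30-min compound preincubation, 1-h Melanotan II challenge, 1-h detection, room temperature | Signal: TR-FRET cAMP assay | Replicates: One well per compound, no replicates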
LMP1 NFkB inh: EBV LMP1-driven NF-kappaB luciferase reporter inhibitors, primary screen, cell-based, luminescence, single point. LMP1-induced NF-kappaB luciferase reporter cells. inhibition, % at 12.5 µM. 350,000 tested, 0.69% active. AID 504558, 2011; in the data active means inhibition above about 41%;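 further: 0% = neutral control wells and 100% = reference inhibitor control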
MC4R barr agon: MC4R agonists recruiting beta-arrestin, primary screen, cell-based, luminescence, agonist arm of biased-ligand search; Melanocortin receptor 4 (Homo sapiens), P32245; U2OS MC4R beta-arrestin complementation; percent of melanotan II response, DMSO zero; activation, % at 8.9 µM; 360,000 tested, 0.98% active; AID 540308, 2011;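 active means activation above a per-plate cutoff, the mean activation of sample wells on that plate plus 3 SD, cut at about 8% in these data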
LRH-1 inv ag: LRH-1 (NR5A2) inverse agonists, primary screen, cell-based, luminescence, HEK293T, StAR-luciferase reporter | LRH-1 transfected, 24 h | inhibition, % at 3.6 µM | 360,000 tested, 0.13% active | AID 602396, 2012;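 active means inhibition above the mean inhibition of all tested compounds plus 3 SD, cut at about 73% in these data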;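 further: 0% = DMSO wells and 100% = reporter-only cells lacking LRH-1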
NCOA3 inh: SRC3 coactivator transcriptional activity inhibitors, primary screen, cell-based, luminescence. Nuclear receptor coactivator 3 (Homo sapiens), Q9Y6Q9. HEK293 GAL4-SRC3 luciferase reporter. inhibition, % at 3.6 µM. 360,000 tested, 0.17% active. AID 588352, 2011;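 active means inhibition above a per-campaign cutoff, the mean of all compounds plus 3 SD, cut at about 60% in these data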;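 further: 0% = DMSO-treated cells and 100% = gossypol-treated cells at 36 µM; higher means less SRC3-driven luciferase light from the GAL4 reporter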
Target sequence (Q9Y6Q9 whole entry, looked up, the tested form may be a part): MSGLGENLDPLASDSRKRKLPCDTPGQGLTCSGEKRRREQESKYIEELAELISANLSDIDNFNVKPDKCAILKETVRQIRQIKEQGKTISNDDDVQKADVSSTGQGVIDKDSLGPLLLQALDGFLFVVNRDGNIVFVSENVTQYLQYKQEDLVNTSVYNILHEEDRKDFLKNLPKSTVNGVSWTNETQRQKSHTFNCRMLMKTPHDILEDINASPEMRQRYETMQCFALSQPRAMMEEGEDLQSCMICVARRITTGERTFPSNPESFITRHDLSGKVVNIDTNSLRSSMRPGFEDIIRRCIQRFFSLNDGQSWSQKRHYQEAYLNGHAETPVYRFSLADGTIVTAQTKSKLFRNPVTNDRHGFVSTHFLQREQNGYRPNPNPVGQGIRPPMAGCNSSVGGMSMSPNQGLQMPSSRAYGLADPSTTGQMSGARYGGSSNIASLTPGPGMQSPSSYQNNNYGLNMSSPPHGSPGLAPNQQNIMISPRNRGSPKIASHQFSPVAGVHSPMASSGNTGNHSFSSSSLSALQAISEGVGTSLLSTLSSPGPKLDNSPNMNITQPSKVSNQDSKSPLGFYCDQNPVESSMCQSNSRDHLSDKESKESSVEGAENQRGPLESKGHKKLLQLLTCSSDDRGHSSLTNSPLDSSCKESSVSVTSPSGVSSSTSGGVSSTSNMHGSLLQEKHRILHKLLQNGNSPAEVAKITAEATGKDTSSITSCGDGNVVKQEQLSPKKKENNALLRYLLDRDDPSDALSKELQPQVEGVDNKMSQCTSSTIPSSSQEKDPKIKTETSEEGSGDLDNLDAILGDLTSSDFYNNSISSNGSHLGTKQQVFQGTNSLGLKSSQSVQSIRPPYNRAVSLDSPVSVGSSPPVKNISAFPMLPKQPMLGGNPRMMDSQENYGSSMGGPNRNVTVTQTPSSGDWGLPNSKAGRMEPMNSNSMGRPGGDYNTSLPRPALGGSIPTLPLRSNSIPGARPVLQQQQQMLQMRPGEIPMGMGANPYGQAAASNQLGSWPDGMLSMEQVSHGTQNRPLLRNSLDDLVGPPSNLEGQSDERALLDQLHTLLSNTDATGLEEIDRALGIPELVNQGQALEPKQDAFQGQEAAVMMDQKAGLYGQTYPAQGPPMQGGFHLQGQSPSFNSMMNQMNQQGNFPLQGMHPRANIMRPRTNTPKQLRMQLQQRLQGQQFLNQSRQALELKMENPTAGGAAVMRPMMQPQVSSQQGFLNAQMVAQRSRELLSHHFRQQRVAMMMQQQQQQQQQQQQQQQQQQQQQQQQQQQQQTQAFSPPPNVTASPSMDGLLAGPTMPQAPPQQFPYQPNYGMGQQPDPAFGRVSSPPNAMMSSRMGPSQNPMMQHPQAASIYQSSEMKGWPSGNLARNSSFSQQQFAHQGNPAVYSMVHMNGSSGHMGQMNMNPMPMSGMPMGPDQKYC
NCOA1 inh: SRC1 coactivator transcriptional activity inhibitors, primary screen, cell-based, luminescence | AID 588354, 2011 | inhibition, % at 3.6 µM | HEK293 GAL4-SRC1 luciferase reporter | 360,000 tested, 0.12% active | Nuclear receptor coactivator 1 (Homo sapiens), Q15788;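 active means inhibition above the campaign mean plus 3 SD, with each screening campaign given its own cutoff, cut at about 60% in these data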;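 further: 0% = DMSO treated cells and 100% = gossypol at 36 µM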
NOD2 RIPK2 PPI: NOD2-RIPK2 binding disruptors in cells, primary screen, fluorescence, CHO cells, BLA complementation; inhibition, % at 4.98 µM; Receptor-interacting serine/threonine-protein kinase 2 (Homo sapiens), O43353; AID 624267, 2012; CCF4 ratio; 360,000 tested, 0.38% active; in the data active means inhibition above about 21%;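 further: 0% = vehicle only and 100% = reference blocker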
TLR9-MyD88 block: inhibitors of TLR9-MyD88 association in cells, primary screen, cell-based, CHO, BLA complementation, fluorescence | Toll-like receptor 9 (Homo sapiens) + Myeloid differentiation primary response protein … | CCF4 FRET ratio | inhibition, % at 4.98 µM | 340,000 tested, 0.21% active | AID 504734, 2011;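 active means inhibition above the mean over all tested compounds plus 3 SD, cut at about 21% in these data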;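 further: 0% = DMSO only wells and 100% = clavulanate BLA inhibitor control wells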
NR2F2 inh: NR2F2 transcriptional activity inhibitors, primary screen, cell-based, luciferase reporter, HEK293T, luminescence | COUP transcription factor 2 (Homo sapiens), P24468 | HEK293T NGFI-A luciferase reporter | inhibition, % at 8.6 µM | 370,000 tested, 0.7% active | AID 686940, 2013;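 active means inhibition above a per-plate cutoff, mean inhibition of test wells between control levels plus 3 SD, cut at about 38% in these data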;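 further: cells cotransfected with COUP-TFII expression vector driving the NGFI-A reporter; 0% = median of COUP-TF2 test wells and 100% = reporter-only cells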
ABHD5 PLIN5 PPI: ABHD5-PLIN5 interaction inhibitors, primary screen, cell lysate, split luciferase complementation, luminescence; Perilipin-5 (Homo sapiens) + 1-acylglycerol-3-phosphate O-acyltransferase ABHD5 (Homo …; Split G. princeps luciferase complementation, 4 h; inhibition, % at 4 µM; 360,000 tested, 0.78% active; AID 602281, 2012;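 active means inhibition above the mean inhibition across every tested compound plus 3 SD, cut at about 22% in these data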;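 further: 0% = DMSO only wells and the 100% control is not disclosed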
* hit, by the source's call; · = not tested or not shown.

SMILES | SRC2 inh | MC4R antagonist | LMP1 NFkB inh | MC4R barr agon | LRH-1 inv ag | NCOA3 inh | NCOA1 inh | NOD2 RIPK2 PPI | TLR9-MyD88 block | NR2F2 inh | ABHD5 PLIN5 PPI
COC(=O)c1ccc2c(=O)n(CC3CCCO3)c(SCC(=O)Nc3ccccc3Cl)nc2c1 (stereo not given) | -6 | 15 | -4 | -0.5 | 12 | -2 | 4 | -6 | -3 | 1 | 2
Cc1cccc(-c2cc(C(=O)Nc3sc(C)c(C)c3C(N)=O)c3ccccc3n2)c1 | -20 | 0 | 27 | -0.2 | -7 | 14 | 0 | -3 | -12 | 6 | 7
COc1ccc(C(=O)NNC2=CC(=O)CC(C)(C)C2)cc1 | -5 | 14 | 9 | -0.1 | 10 | 1 | 1 | -3 | 3 | -12 | 6
COc1ccc(C)cc1N(C)C(=O)Cc1c(C(=O)O)n(C)c2ccccc12 | -10 | 0 | -24 | -3.1 | 14 | -8 | 0 | -10 | 5 | 3 | -1
CCOC(=O)c1[nH]c(C)c(C(=O)NCc2ccc(Cl)cc2)c1C | -22 | 16 | -37 | 2.0 | -3 | -3 | 15 | -3 | -5 | -7 | 5
Cc1ccc(/C=C/C(=O)NN2CCN(C)CC2)cc1 | -5 | 3 | -3 | -3.1 | 6 | -8 | -16 | -6 | -1 | -11 | -3
CCCc1c(C(=O)N/N=C(\C)c2ccc(O)cc2)nnn1-c1nonc1N | 6 | -2 | 1 | -2.6 | 9 | -7 | 11 | 6 | -7 | -11 | -7
CC(=O)c1ccc(N/C=C\C(=O)c2ccc(C)cc2)cc1 | -68 | 10 | -31 | -1.2 | -129 | -93 | -85 | -5 | -1 | -53 | 0
COc1ccc(NC(=O)Cc2coc3cc(C)ccc23)cn1 | 10 | -2 | 24 | -2.5 | -10 | -13 | -8 | -4 | 2 | -10 | -2
CC1(C)Cc2nc3sc4c(=O)n(CC(=O)NCc5ccco5)cnc4c3cc2CO1 | -35 | -9 | 8 | -1.8 | -21 | -59 | -44 | -2 | -3 | -4 | 12
Cc1ccc2oc(C(=O)N(C)Cc3cnccn3)c(C)c2c1 | 2 | 8 | -2 | -1.1 | -20 | -21 | -40 | 1 | -7 | -5 | -2
Cc1ccc(NC(=S)NNC(=O)CCn2cc(C)cn2)cc1 | 5 | 6 | -2 | -2.8 | -6 | -1 | -3 | -5 | -4 | 9 | -4

Continued (2 carried over from the part before).
SMILES | SRC2 inh | MC4R antagonist | LMP1 NFkB inh | MC4R barr agon | LRH-1 inv ag | NCOA3 inh | NCOA1 inh | NOD2 RIPK2 PPI | TLR9-MyD88 block | NR2F2 inh | ABHD5 PLIN5 PPI
Cc1ccc2oc(C(=O)N(C)Cc3cnccn3)c(C)c2c1 | 2 | 8 | -2 | -1.1 | -20 | -21 | -40 | 1 | -7 | -5 | -2
Cc1ccc(NC(=S)NNC(=O)CCn2cc(C)cn2)cc1 | 5 | 6 | -2 | -2.8 | -6 | -1 | -3 | -5 | -4 | 9 | -4
C=CC[C@@H](Cc1ccc(F)cc1)C(=O)OC[C@@H]1CCCN1C(=O)[C@H](CC=C)CC(=O)NCCO | -12 | 10 | -2 | -0.3 | -18 | -1 | 3 | -10 | -2 | 5 | -5
CCC(=O)c1ccc(OCC(=O)N2CCN(c3ccccn3)CC2)cc1 | -7 | 1 | 1 | -1.4 | 3 | 6 | -5 | 28* | 7 | 7 | 1
O=C(CNS(=O)(=O)Cc1ccccc1)NNc1ccccc1 | 0 | · | · | · | 19 | 38 | 31 | -10 | · | -17 | 0
Cc1ccnc(NC(=O)CCC2COc3ccccc3O2)c1 (stereo not given) | -7 | 7 | -17 | -0.4 | -18 | -47 | -21 | -2 | -2 | -13 | 4
COc1ccc(NC(=O)Cc2nnc(SCC(=O)NC3CCCCC3)n2C)cc1 | -6 | 0 | 1 | -3.0 | -1 | 5 | 7 | 3 | -9 | 15 | -11
CCCCCC1CC(CC(=O)O)C(=O)O1 (stereo not given) | -6 | 2 | -6 | -2.0 | 1 | 1 | 15 | 4 | -1 | 20 | 4
CCN(C[C@H]1N[C@@](C)(C(=O)OC)[C@H]2C(=O)N(C)C(=O)[C@@H]12)C(=O)Nc1ccc(Cl)cc1 | 19 | 11 | -14 | 0.1 | 10 | 3 | -5 | 1 | -10 | -1 | 1
CC(=O)Nc1cc(-c2ccccc2CN(C)C)cn2c(-c3ccc(C(C)=O)cc3)cnc12 | 2 | 5 | · | 2.4 | 4 | -1 | -8 | -9 | · | -7 | 7
O=C(NN=Cc1cccc(O)c1O)c1ccccc1 | 19 | · | · | · | 38 | 45 | -21 | 11 | · | -100 | -1
CCOC(=O)CSc1nc2c(sc(=S)n2-c2ccccc2OC)c(=O)n1-c1ccccc1OC | 2 | 3 | 1 | 0.2 | 25 | 14 | 21 | -9 | -1 | 23 | 3
CCOC(=O)Nc1ccc2c(c1)N(C(=O)CCN1CCN(C)CC1)c1ccccc1S2 | -17 | -2 | 5 | -2.0 | -28 | 3 | 9 | -4 | 0 | -6 | -4
O=C(Nc1ccc(Cl)cc1)Nc1ccc(Oc2cccnc2)nc1 | -15 | 3 | 6 | -1.0 | -18 | -13 | -11 | 3 | 0 | 7 | 1
COc1ccc(-n2c(C)ccc2C)c([N+](=O)[O-])c1 | -10 | 0 | -19 | -2.6 | -18 | 4 | -21 | 2 | -8 | -5 | 4
CC(C)Nc1nnc(SCC(=O)Nc2sccc2C#N)s1 | 2 | 2 | -6 | -1.1 | -5 | 6 | -1 | -4 | 4 | -5 | -2
CCc1ccccc1NC(=S)N(CCN1CCCCCC1)Cc1ccco1 | -12 | -3 | -1 | -1.7 | 7 | 4 | -7 | -8 | -3 | 12 | 3
CC(=O)Nc1ccc(NC2CCCCC2NS(=O)(=O)c2ccccc2)cc1 (stereo not given) | 4 | 4 | 0 | -0.3 | 5 | -12 | 0 | -8 | -3 | -2 | -2
Cc1ccc2c(Cl)c(C(=O)NCCCN3CCOCC3)sc2c1 | -66 | -4 | -13 | 0.2 | -24 | -44 | -32 | -5 | 2 | 0 | -3
COC(=O)c1ccc(NC(=S)NC2CC2)cc1 | 3 | -5 | -6 | 1.2 | -13 | 5 | -27 | -5 | -14 | 17 | 1
CCOC(=O)C1(CCc2ccccc2)CCN(Cc2ccc(O)cc2)CC1 | 26 | 1 | 7 | -3.9 | 4 | 22 | 20 | -5 | -5 | 12 | -4
Cc1ccc(OCC(=O)NCCCNC(=O)c2ccccn2)cc1C | -15 | 10 | 3 | -2.5 | 1 | -46 | -10 | 6 | -6 | -2 | 2
O=C(Nc1ccc(F)c(Cl)c1)c1cc(C2CCCCN2C(=O)C2CC2)on1 (stereo not given) | -27 | -1 | · | -1.2 | 16 | -6 | 7 | -12 | · | -9 | 1
Cc1cccc(NC(=O)c2cccc(S(=O)(=O)N3CCCCC3)c2)c1 | 12 | 13 | -4 | -3.1 | -8 | -1 | -3 | 4 | -11 | -5 | -6
C[C@H]1COC(=O)[C@@H](Cc2ccc(F)cc2)C/C=C\C[C@H](CC(=O)N(CCO)Cc2ccccc2)C(=O)N1 | 0 | 3 | -1 | -1.1 | 4 | -9 | -21 | -7 | -9 | 12 | 9
COc1ccccc1Nc1nc2ccccc2n1C | -64 | 0 | -29 | 0.6 | -86 | -66 | -160 | -5 | 0 | -14 | 6
O=C(COC(=O)c1cncc(Br)c1)Nc1ccc(F)c(F)c1F | 13 | 5 | -14 | 0.0 | 14 | 3 | -9 | 6 | -4 | -10 | 5
CC(Sc1nncn1C)C(=O)Nc1nnc(C(C)C)s1 (stereo not given) | -11 | 15 | 3 | 0.9 | -14 | -9 | -1 | -6 | -10 | -2 | -5
CCc1ccccc1NS(=O)(=O)c1ccc2[nH]cc(C(=O)NCC3CCCO3)c(=O)c2c1 (stereo not given) | 10 | 2 | -2 | -2.0 | 19 | -11 | -11 | 1 | -3 | 1 | -2
S=c1nc[nH]c2c1cnn2Cc1ccccc1 | -4 | 10 | -1 | -2.3 | 3 | 4 | 4 | 8 | 1 | 15 | 1
C=CCN1CCN(C(=O)CCCc2ccccc2)CC1 | -3 | 11 | 38 | -1.7 | -102 | -51 | -29 | -16 | -6 | 1 | -4
CCn1cc(C(=O)Nc2sc(C)c(C)c2C(=O)OC)cn1 | 26 | 7 | -16 | 0.3 | 0 | 12 | -2 | -8 | 7 | -16 | 0
CCCCCCNC(=O)c1ncn[nH]1 | 2 | 10 | 3 | 1.4 | -32 | 7 | -2 | -6 | 5 | 6 | 4
O=C(OCC(=O)N(C1CCCCC1)C1CCCCC1)c1ccc(O)cc1 | -40 | 4 | 5 | -1.0 | -12 | -1 | 4 | 1 | -2 | 10 | 1
N#CCCOC1(C#CCN2CCCC2)CCCCC1 | 17 | 3 | 11 | -0.3 | 4 | -14 | 8 | 2 | -4 | 1 | -9

Some of these compounds in order of the MC4R barr agon value, lowest first:
SMILES | SRC2 inh | MC4R antagonist | LMP1 NFkB inh | MC4R barr agon | LRH-1 inv ag | NCOA3 inh | NCOA1 inh | NOD2 RIPK2 PPI | TLR9-MyD88 block | NR2F2 inh | ABHD5 PLIN5 PPI
S=c1nc[nH]c2c1cnn2Cc1ccccc1 | -4 | 10 | -1 | -2.3 | 3 | 4 | 4 | 8 | 1 | 15 | 1
C=CCN1CCN(C(=O)CCCc2ccccc2)CC1 | -3 | 11 | 38 | -1.7 | -102 | -51 | -29 | -16 | -6 | 1 | -4
CCn1cc(C(=O)Nc2sc(C)c(C)c2C(=O)OC)cn1 | 26 | 7 | -16 | 0.3 | 0 | 12 | -2 | -8 | 7 | -16 | 0

These rows are one share of the data (hit frequency here may not be typical).
